PGK inhibitor: inhibitors of T. brucei phosphoglycerate kinase | P07378 | PGK/GAPDH coupled, Kinase-Glo luminescence, 60 min | Potency, µM (doses to about 57.5 µM), without a hit: at the top dose activity change, negative = inhibition, actives largely listed as inhibitors | 380,000 compounds, 0.043% hits | AID 602233; further: on the % scale 0 is the no-effect control and ±100 the full control effect; nearly all actives have a fitted effect of over 60% in size
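Recombinant glycosomal PGK reaction used 1,3-bisphosphoglycerate generated in-well by GAPDH (100nM final) in 100mM TEA pH 7.6, 5mM MgCl2, 0.01% Tween-20. After 60 minutes at room temperature, ATP was read by Kinase-Glo Plus luminescence end-point.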
ERG Ets-DNA blk: ERG Ets/DNA interaction inhibition. P11308. fluorescence polarization, His-ERG Ets domain / labelled DNA. Potency, µM (top dose mostly 76.9 µM), inactives show at the highest dose FP activity, negative = inhibition, hits mostly inhibitors. 370,000 compounds, 0.028% hits; active means well fitted inhibition curve with a large enough effect in the polarisation, with a control signal flat; inconclusive means small, poorly fitted or top-dose-only effect, or effect the other way, or a change in a side signal; inactive means no such curve, though single readings can be large or run the other way; the % refers to the polarisation;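 further: polarization taken with two DNA probes labelled with fluorescein and Texas red; % of control where 0% means no effect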
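His-tagged ERG Ets domain (1 uM in the protein solution; 300mM KCl, 50mM Tris-HCl, 1mM EDTA, 1mM DTT, pH 7.5) received compound, then a probe mix of 5 nM fluorescein-DNA and 100nM Texas-615-DNA. Fluorescence polarization was read for both dyes.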
HP1b chromo inh: HP1-beta chromodomain-methylated histone interaction inhibition | P83916 | AlphaScreen HP1-beta / biotin-H3K9me3 peptide binding | Potency, µM (series often up to 114 µM), for the others: at the top dose activity change, negative = inhibition, most hits filed as inhibitors | 390,000 compounds, 0.56% hits; further: nearly all actives have a fitted effect of over 70% in size; inactives centre near 23
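Compound inhibition of the preformed complex between 50 nM HP1-beta and 50 nM biotinylated H3K9me3 peptide was read by AlphaScreen. Buffer was PBS pH 7.4 with 0.01% Tween-20. Incubations ran 30 min at room temperature, with 10 ug/mL donor/acceptor beads.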
RGS4 inh: blocks human RGS4-accelerated GTP hydrolysis; 390,000 compounds, 0.039% hits; AID 504845; Potency, µM (highest dose often 114 µM), without a hit: at the top dose activity change, negative = inhibition, usual class: inhibitors; Transcreener GDP fluorescence polarization, RGS4-accelerated GTP hydrolysis; P49798; further: on the % scale 0 is the no-effect control and ±100 the full control effect; nearly all actives have a fitted effect of over 75% in size; some results filed as inactive show a strong effect at the top dose
Target sequence (P49798 whole entry, looked up): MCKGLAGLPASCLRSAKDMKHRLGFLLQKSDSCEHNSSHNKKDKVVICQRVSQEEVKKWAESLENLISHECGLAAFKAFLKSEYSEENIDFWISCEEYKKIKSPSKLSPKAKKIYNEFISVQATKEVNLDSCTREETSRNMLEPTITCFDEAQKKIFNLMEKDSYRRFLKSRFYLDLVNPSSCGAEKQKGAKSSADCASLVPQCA
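MLSMR compounds (23 nl, pin-transferred) preincubated 10 min at room temperature with a 500nM (2x) first reagent, then RGS4 at 900nM (2x) plus Transcreener GDP mix added; fluorescence polarization (620/688 nm) read before and after 90 min at 30 °C.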
ALOX12 inh: inhibitors of human 12S-lipoxygenase ALOX12 | purified 12hLO, xylenol orange hydroperoxide absorbance | Potency, µM (doses to about 108 µM), inactives show top-dose activity change, negative = inhibition, usual class: inhibitors | 580,000 compounds, 1.1% hits | AID 1671190; further: on the % scale 0 is the no-effect control and ±100 the full control effect
Target sequence (P18054 whole entry, looked up): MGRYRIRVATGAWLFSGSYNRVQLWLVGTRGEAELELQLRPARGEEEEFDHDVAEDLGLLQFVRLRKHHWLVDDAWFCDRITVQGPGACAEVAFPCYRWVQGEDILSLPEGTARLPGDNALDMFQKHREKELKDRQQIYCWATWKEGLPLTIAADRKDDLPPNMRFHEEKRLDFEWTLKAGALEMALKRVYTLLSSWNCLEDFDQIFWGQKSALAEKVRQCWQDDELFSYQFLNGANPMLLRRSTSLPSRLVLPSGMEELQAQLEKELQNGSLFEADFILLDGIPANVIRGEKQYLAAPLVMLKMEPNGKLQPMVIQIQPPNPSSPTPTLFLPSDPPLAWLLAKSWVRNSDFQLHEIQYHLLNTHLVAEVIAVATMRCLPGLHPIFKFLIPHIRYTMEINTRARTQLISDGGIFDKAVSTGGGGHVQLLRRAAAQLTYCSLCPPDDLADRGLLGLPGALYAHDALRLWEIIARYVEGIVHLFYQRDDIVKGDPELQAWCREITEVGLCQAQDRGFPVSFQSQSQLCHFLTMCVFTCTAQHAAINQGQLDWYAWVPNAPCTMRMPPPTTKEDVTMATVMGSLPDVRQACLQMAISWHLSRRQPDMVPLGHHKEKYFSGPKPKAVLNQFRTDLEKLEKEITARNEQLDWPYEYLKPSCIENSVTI
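Purified human 12hLO (150 nM final) in 25 mM Hepes, 0.01% Triton X-100, pH 7.0 was preincubated 15 min at room temperature with compound. Then 40 uM arachidonic acid was added, 30 min. Hydroperoxide was read by Fe-XO absorbance ratio 573/405 nm.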
JMJD2A Tudor inh: JMJD2A Tudor domain (human) inhibition. Potency, µM (series often up to 114 µM), inactives show at the highest dose activity change, negative = inhibition, usual class: inhibitors. 390,000 compounds, 4.4% hits. O75164. AlphaScreen JMJD2A-Tudor / H3K4me3 peptide binding; further: on the % scale 0 is the no-effect control and ±100 the full control effect; nearly all actives have a fitted effect of over 50% in size
TrxR1 inh: rat TrxR1 inhibition; O89049; recombinant rTrxR1, NADPH fluorescence consumption, selenite substrate; Potency, µM (doses to about 114 µM), without a hit: at the highest dose activity change, negative = inhibition, most hits filed as inhibitors; 390,000 compounds, 1% hits; AID 588453; further: on the % scale 0 is the no-effect control and ±100 the full control effect; nearly all actives have a fitted effect of over 65% in size
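Rat TrxR1 (90 nM in the dispensed reagent) was pre-reduced with 400 uM NADPH for 5 min at room temperature, then incubated with compound for 15 min. After 400 uM selenite was added, NADPH fluorescence (Ex 340/Em 450 nm) was followed for 8 min.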
GLS inhibitor: inhibitors of human glutaminase (GLS); O94925; Potency, µM (highest dose often 45.5 µM), without a hit: at the highest dose activity change, negative = inhibition, usual class: inhibitors; GLS enzymatic activity, qHTS titration; 410,000 compounds, 0.21% hits; further: on the % scale 0 is the no-effect control and ±100 the full control effect
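Compounds were pin-transferred onto hKGA, after which L-glutamine (1 mM solution) and a detection mix of glutamate oxidase, HRP and Amplex Red were added. Initial and 30 min RT fluorescence reads were collected.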
Pin1 inhibitor: human Pin1 inhibition; Pin1 FP peptide displacement, HiFluor488, 10 min; Potency, µM (series often up to 115 µM), for inactives: at the highest dose activity, negative = inhibition, most hits filed as inhibitors; 390,000 compounds, 0.009% hits; AID 504891; active means well fitted inhibition curve with a large enough effect in the polarisation, with a control signal flat, not every such curve was filed as active; inconclusive means small, poorly fitted or top-dose-only effect, or effect the other way, or a change in a side signal; inactive means no such curve, though single readings can be large or run the other way; the % refers to the polarisation; further: on the % scale 0 is the no-effect control and ±100 the full control effect
Target sequence (Q13526 whole entry, looked up): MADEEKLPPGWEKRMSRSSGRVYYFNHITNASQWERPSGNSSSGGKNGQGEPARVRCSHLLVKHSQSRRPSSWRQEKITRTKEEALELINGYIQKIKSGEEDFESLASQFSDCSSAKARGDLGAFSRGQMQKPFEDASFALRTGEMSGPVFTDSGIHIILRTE
The depositor's hits bear a star; i = inactive; ? = inconclusive; . = not tested or not shown; & = joins results of further samples; [ ] = another dose, or the depositor's remark. Unless noted, the call rests on the fitted dose curve; in most records, active means well fitted curve in the direction sought with a large enough effect; inconclusive means small, poorly fitted or top-dose-only effect, or another doubt; inactive means no such curve, though single readings can be large; an effect the other way counts as inactive or inconclusive. Potency means the concentration at half of the fitted maximal effect. Only part of the results is shown; the hit share may differ from the screen's.

SMILES | PGK inhibitor | ERG Ets-DNA blk | HP1b chromo inh | RGS4 inh | ALOX12 inh | JMJD2A Tudor inh | TrxR1 inh | GLS inhibitor | Pin1 inhibitor
CCC(C)C(NC(=O)OCc1ccccc1)C(=O)OCN1C(=O)c2ccccc2C1=O (centres undefined) | -5% | -4% | 19% | -12% | -23% | 7% | -4% | 13% | 4%
Cc1ccc(NC(=O)C/C(N)=N/OC(=O)c2ccccc2)cc1 | -8% | -4% | 45%[activator] | -34% | 6% | -5% | -8% | -2% | ?
O=C(Nc1ccccc1C(=O)N1CCCCC1)c1cccc(S(=O)(=O)N2CCOCC2)c1 | -9% | 6% | 34% | -17% | -5% | -15% | 7% | 3% | 0%
C#CCOCCOCCOCCNc1nc(N2CCN(C(=O)[C@H](CCCN=C(N)N)n3cc(C(N)[C@@H](C)CC)nn3)CC2)nc(N2CCN(C(=O)[C@H](CCCCN)n3cc([C@@H](N)CC(N)=O)nn3)CC2)n1 (some centres undefined) | -10% | -8% | 33% | 5% | -27% | 89µM* | -12%[57.1 µM] | 10% | -9%
Cc1nc(C)c(-c2ccn(S(=O)(=O)c3ccc(Cl)cc3)n2)o1 | i | -9% | 15% | -28% | ? | -19% | 23%[11.4 µM] | 2% | -12%
CC(=O)C1=C(c2ccccc2)OC(N)=C(C#N)C1c1ccc(O)cc1 (centres undefined) | 2% | 4% | 12% | -13% | ? | -19% | -23% | 6% | 11%
CC(C)c1nnc(NC(=O)C2CCCN2S(=O)(=O)c2ccc(Cl)cc2)s1 (centres undefined) | -10% | -4% | 21% | 3% | -10% | -4% | 3% | -1% | -3%
O=S(=O)(c1ccccc1)c1cnn2c(C(F)(F)F)cc(-c3ccc(F)cc3)nc12 | -3% | -6% | 15% | 34% | 0% | -15% | -8% | 20% | 4%
CC(=O)C(Cl)C(=O)Nc1ccccc1 (centres undefined) | i | -2% | 62%[activator] | ? | -16% | -3% | -8% | ? | 3%
C[C@H](CO)N1C[C@H](C)[C@@H](CN(C)C(=O)NC2CCCCC2)Oc2ccc(NC(=O)CCC(F)(F)F)cc2C1=O | 7% | -2% | 57%[activator] | 6% | -15% | -11% | -2%[57.1 µM] | 4% | 9%
O=C(Nc1ccc(N2CCN(C(=O)c3ccco3)CC2)c(Cl)c1)c1cccs1 | 1% | -12% | 5% | 20% | 91%[activator] | -30% | -7% | -22% | 15%
O=C(CN1C(=O)c2ccccc2C1=O)OCC(=O)N1CCc2ccccc2C1 | i | 10% | 22% | -19% | 0% | -9% | 21% | -4% | -5%
COc1ccc(Cl)cc1NC(=O)CN(C)CC(=O)Nc1ccccc1N1CCOCC1 | -4% | 4% | 31% | -8% | 7% | -21% | 19% | 4% | 1%
CCc1cc(C(=O)NC(C)C2CCCO2)cs1 (centres undefined) | -9% | -3% | 42%[activator] | -18% | 7% | -10% | 17% | -12% | -14%
CC(C)C[C@@H](CO)N1CCN(CC(C)C)CCC1=O | -3% | 1% | 25% | 12% | -19% | -11% | 39%&17%&-17% | -3% | -5%
CCCCc1nc(SCC(=O)Nc2cc(C)on2)n[nH]1 | . | . | 23% | 3% | -2% | -9% | 8% | -10% | -7%
CCOc1ccc(C(=O)NC(C(=O)NCC(c2cccs2)N(C)C)C(C)C)cc1 (centres undefined) | 6% | -5% | 19% | -25% | 433%[activator] | -8% | ? | 13% | -3%
COc1ccc(C(=O)NC(CC(C)C)C(=O)O)cc1 (centres undefined) | i | -1% | 49%[activator] | 0% | -26% | -11% | 17% | -1% | -1%
CCOC(=O)N1CCN(CCC(=O)c2ccc(OC)cc2)CC1 | 4% | 2% | 45%[activator] | -33% | -7% | -15% | 3.5µM* | 0% | 1%
C=CC[C@@H](CC(=O)N(CCO)Cc1ccccc1)C(=O)N[C@H](COC(=O)[C@@H](CC=C)Cc1ccc(F)cc1)c1ccccc1 | 1% | 8% | 29% | -13% | ? | -20% | 19% | -11% | 2%
Cc1ccc(S(=O)(=O)NN=Cc2cc(Cl)ccc2O)cc1 | 3% | -3% | -4% | 16% | ? | -19% | -13% | 1% | -9%
CC(C)(O)C#Cc1ccc([C@@H]2C[C@H]3CN(c4ccccc4)C(=O)[C@]34CCCN24)s1 | -2% | -2% | 30% | 1% | -12% | -11% | ? | -3% | 5%
O=C(CCC(=O)N1CCSc2ccccc21)Nc1ccc(F)cc1 | 5% | 16% | 32% | 20% | 20% | -10% | -1%[57.1 µM] | 0% | 8%
Cc1ccc(N=Cc2cc(Cl)cc(Cl)c2O)nc1 | i | -5% | 10% | -26% | ? | -26% | ? | -11% | ?
Cc1ccc(OCC(=O)Nc2ccc3c(c2)ncn3C)cc1 | 5% | 0% | 20%[57 µM] | -16% | 0% | 12% | 8% | 2% | 0%

The list goes on:
SMILES | PGK inhibitor | ERG Ets-DNA blk | HP1b chromo inh | RGS4 inh | ALOX12 inh | JMJD2A Tudor inh | TrxR1 inh | GLS inhibitor | Pin1 inhibitor
Cc1ccc(NC(=O)C2CCN(C(=O)[C@@H]3Cc4ccccc4CN3)CC2)c(C)c1 | -7% | -5% | 35% | -4%[56.9 µM] | ? | -32% | 17%[57.1 µM] | 2% | -1%
O=C(CC1NCCc2ccccc21)Nc1ccccc1 (centres undefined) | i | 4% | 22% | 25% | 11% | -16% | 15%[57.1 µM] | -7% | 1%
Cc1ncc(C[n+]2csc(CCOC(=O)CC34CC5CC(CC(C5)C3)C4)c2C)c(N)n1 | 1% | 13% | 33% | -20% | 4% | -15% | ? | 7% | -2%
Cn1nnc(C(O)CNCc2ccc(Cl)cc2)n1 (centres undefined) | 3% | 6% | 32% | 5% | 0% | -3% | 17% | -1% | 9%
Cc1nn(Cc2ccccc2Cl)c(C)c1C(=O)NCCN1C(=O)S/C(=C\c2ccccc2)C1=O | 17% | -2% | 4% | -35% | -4% | -16% | 6%[57.1 µM] | 11% | 2%
O=C(NCc1ccccc1OC(F)(F)F)C1CCC(=O)N(C2CC2)C1 (centres undefined) | -4% | 3% | 21% | -20% | 0% | -6% | -10% | -4% | -2%
Cc1cc(C)c(C)c(S(=O)(=O)N2CCC(C(=O)NCCCN3CCOCC3)CC2)c1C | -1% | 5% | 28% | 1% | 0% | -15% | 20% | -5% | -2%
CSc1ccccc1OCc1cc(C(=O)N2CCc3[nH]cnc3C2c2ccccn2)no1 (centres undefined) | 0% | 2% | ? | -3% | 44%[activator] | 18µM* | -20% | 8% | -18%
O=C(NCCOc1ccccc1)c1cccc(S(=O)(=O)NCc2ccccc2)c1 | -5% | -7% | 30% | -6% | 5% | 3% | 6%[57.1 µM] | -6% | 2%
COc1ccc(NC(=O)CSC2=NCCN2)cc1 | 1% | 4% | -2% | 15% | 0% | -6% | 30%[57.1 µM] | -14% | -3%
Cn1ncc2c(Nc3cccc(F)c3)ncnc21 | 11% | -9% | 29% | 8% | -7% | -13% | 21%[57.1 µM] | -11% | -3%
Cc1cc(C)cc(-n2nnc(-c3nsc(NC(=O)c4ccccc4Cl)n3)c2C)c1 | -9% | 0% | -11% | ? | -9% | -30% | 17% | -7% | 64%[activator]
COc1ccc(C(=O)c2cnc3ccccc3c2-c2ccccc2)cc1 | -3% | -3% | 17% | 12% | -6% | -24% | 10% | -3% | 12%
CCCC(c1nnnn1Cc1ccc(F)cc1)N1CCN(C)CC1 (centres undefined) | -7% | -13% | 31% | 11% | -16% | 1% | 6% | 1% | -11%
O=C(COc1cccc(C(F)(F)F)c1)NNC(=O)Cc1ccc(S(=O)(=O)N2CCOCC2)s1 | -9% | -1% | 46%[activator] | -2% | -2% | -11% | 15% | -5% | ?

Some of the entries so far, with two lines to a compound:
Every second line gives: PGK inhibitor, ERG Ets-DNA blk, HP1b chromo inh, RGS4 inh, ALOX12 inh, JMJD2A Tudor inh, TrxR1 inh, GLS inhibitor, Pin1 inhibitor
- CSc1ccccc1OCc1cc(C(=O)N2CCc3[nH]cnc3C2c2ccccn2)no1 (centres undefined)
    0%, 2%, ?, -3%, 44%[activator], 18µM*, -20%, 8%, -18%
- O=C(NCCOc1ccccc1)c1cccc(S(=O)(=O)NCc2ccccc2)c1
    -5%, -7%, 30%, -6%, 5%, 3%, 6%[57.1 µM], -6%, 2%
- COc1ccc(NC(=O)CSC2=NCCN2)cc1
    1%, 4%, -2%, 15%, 0%, -6%, 30%[57.1 µM], -14%, -3%
- Cn1ncc2c(Nc3cccc(F)c3)ncnc21
    11%, -9%, 29%, 8%, -7%, -13%, 21%[57.1 µM], -11%, -3%
- Cc1cc(C)cc(-n2nnc(-c3nsc(NC(=O)c4ccccc4Cl)n3)c2C)c1
    -9%, 0%, -11%, ?, -9%, -30%, 17%, -7%, 64%[activator]
- COc1ccc(C(=O)c2cnc3ccccc3c2-c2ccccc2)cc1
    -3%, -3%, 17%, 12%, -6%, -24%, 10%, -3%, 12%
- CCCC(c1nnnn1Cc1ccc(F)cc1)N1CCN(C)CC1 (centres undefined)
    -7%, -13%, 31%, 11%, -16%, 1%, 6%, 1%, -11%
- O=C(COc1cccc(C(F)(F)F)c1)NNC(=O)Cc1ccc(S(=O)(=O)N2CCOCC2)s1
    -9%, -1%, 46%[activator], -2%, -2%, -11%, 15%, -5%, ?
